SV40 large T antigen = SV40 large T antigen inhibitors, biochemical (AID 1903) | SV40 large T antigen ATPase/helicase inhibition assay; higher % means a stronger effect | one-dose inhibition, % at 20 µM; IC50 in µM for titrated hits | hit rate 0.39% among 310,000; in the data active = a potency from the dose series; inconclusive = inhibition mostly from about 32% at the one dose, without a potency; inactive = the rest, 99 in 100 with inhibition below about 32%; also: strong numbers were not always called active
RSV antiviral HEp-2 = inhibition of RSV-induced cytopathic effect – HEp-2 cells, primary 10 µM value included (AID 2391); HEp-2 cells, RSV-induced CPE inhibition; higher % means a stronger effect; CPE inhibition, % at 10 µM; hits with a dose series show IC50 in µM; hit rate 0.13% among 310,000; in the data active = a potency from the dose series; inconclusive = CPE inhibition mostly from about 23% at the one dose, without a potency; inactive = the rest, 99 in 100 with CPE inhibition below about 21%; also: strong numbers were not always called active
PhoP inhibition = PhoP-dependent GFP reporter repression – Salmonella Typhimurium, primary screen (AID 1863); S. Typhimurium PhoP-regulated promoter GFP reporter, 4 h; higher % means a stronger effect; one-dose inhibition, % at 50 µM; IC50 in µM for titrated hits; hit rate 0.16% among 300,000;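 active = inhibition over 29.93%, a cutoff 3 SD above the screen mean, later confirmed by dose response; inconclusive = inhibition over 29.93% but no dose response follow-up; inactive = inhibition at most 29.93% or unconfirmed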;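 also: 0% = low Mg2+ inducing control and 100% = high Mg2+ repressing control; strong numbers were not always called active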
Dengue-2 NS5 capping = flavivirus cap methylation enzyme inhibition – biochemical, confirmation dose response, primary screen (AID 588689); Dengue-2 NS5 methyltransferase capping enzyme assay, biochemical; higher % means a stronger effect; inhibition, % at 25 µM; hits with a dose series show IC50 in µM; hit rate 0.3% among 340,000; in the data active = a potency from the dose series; inconclusive = inhibition above about 29% without an active follow-up result
GPR35 arrestin U2OS = inhibition of zaprinast-stimulated GPR35 beta-arrestin translocation – imaging, U2OS, beta-arrestin-GFP, zaprinast agonist, primary screen (AID 2058); hit rate 0.052% among 290,000; U2OS GPR35 beta-arrestin-GFP translocation imaging, zaprinast antagonism; higher % means a stronger effect; inhibition, % at 10 µM, or IC50 in µM where a hit was titrated;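 active = inhibition of at least 50% with at least 30 cells and total cytoplasm GFP at most 10,000,000; inconclusive = under 30 cells or total GFP of 10,000,000 plus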
Rac1 GTP hydrolysis = MgcRacGAP GTPase-activating activity inhibitors, confirmation, biochemical, ADP Hunter fluorescence; MgcRacGAP-stimulated Rac1 GTP hydrolysis, ADP Hunter fluorescence; higher % means a stronger effect; GST-tagged Rac1 F28L mutant substrate; inhibition, % at 30 µM; hits with a dose series show IC50 in µM; hit rate 0.6% among 340,000; AID 624330;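 active = first-screen hits whose inhibition reached a set limit at any dose in the follow-up dose series; inconclusive = inhibition above the set first-screen limit but never retested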;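 also: fluorescence reports GDP produced by GAP-driven GTP hydrolysis; strong numbers were not always called active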
K1F lysis inhibition = protection from phage-mediated lysis, alamar blue read-out – E. coli UTI89, K1F phage, bacterial capsule biogenesis inhibitors (AID 488966); E. coli UTI89 K1F phage lysis, alamar blue, 2 h; higher % means a stronger effect; hit rate 0.02% among 340,000; inhibition, % at 100 µM; hits with a dose series show IC50 in µM;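 active = phage lysis inhibition, versus mean bacterial control, above a set limit; inconclusive = no clear call, values can overlap the other calls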;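 also: capsule biogenesis inhibitors block K1F phage lysis so surviving cells raise fluorescence; higher fluorescence means more inhibition of phage lysis; actives were called in the ten point dose series up to 300 µM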
GPR55 antagonists = inhibition of LPI-stimulated GPR55 beta-arrestin translocation – imaging, U2OS, beta-arrestin-GFP, LPI agonist, primary screen (AID 2013) | one-dose inhibition, % at 10 µM; IC50 in µM for titrated hits | U2OS GPR55 beta-arrestin-GFP translocation imaging, LPI antagonism; higher % means a stronger effect | hit rate 0.13% among 290,000;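 active = spots per cell inhibited over 60%, with over 100 cells counted and total cytoplasm intensity under 500,000; inconclusive = wells with under 100 cells, flagged as likely toxic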;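 also: U2OS cells stably carrying GPR55 and arrestin-GFP stimulated by 5 µM LPI near EC80; imaged beta-arrestin-GFP aggregate spots per cell after agonist stimulation; plate controls were LPI-stimulated DMSO wells for no effect and DMSO wells without LPI for full effect; some results filed as inactive read as strong as hits; confirmed hits need IC50 under 10 µM and bright autofluorescent wells are also inconclusive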
HIV fusion peptide = inhibitors of HIV fusion peptide binding, primary screen, biochemical, uHTS, fluorescence dequenching (AID 1986). one-dose inhibition, % at 20 µM; IC50 in µM for titrated hits. cell-free peptide binding, fluorescence dequenching, 30 min; higher % means a stronger effect. hit rate 0.3% among 290,000; in the data active = inhibition mostly above about 52%, no sharp cut-off; inactive = mostly below about 76%; also: some results filed as inactive read as strong as hits
* hit, by the source's call; ? = inconclusive; . = not tested or not shown; [ ] = dose if it differs, or a comment.

SMILES	SV40 large T antigen	RSV antiviral HEp-2	PhoP inhibition	Dengue-2 NS5 capping	GPR35 arrestin U2OS	Rac1 GTP hydrolysis	K1F lysis inhibition	GPR55 antagonists	HIV fusion peptide
Cc1c(NC(=O)c2cc(-c3cccs3)on2)c(=O)n(-c2ccccc2)n1C	2%	-0.3%	7%	3%	7%	4%	-0.1%	-10%	-3.3%
Cc1ccccc1-n1c(Cc2cccs2)n[nH]c1=S	10%	0.7%	3%	-1%	16%	5%	-0.2%	.	-1.5%
Cc1[nH]c2ccccc2c1C(=O)C(=O)N1c2ccccc2CC1C (centres undefined)	5%	3.9%	9%	-3%	3%	8%	0.0%	10%	1.1%
CCOC(=O)SC1=N/C(=C\c2ccc(N(C)C)cc2)C(=O)S1	27%	-0.2%	-6%	-62%	-14%	37%	0.4%	12%	49%
COc1cccc2[nH]c3c(Cl)ncnc3c12	5%	1.8%	-9%	1%	-5%	6%	-6.9%	-18%	-1.7%
COc1ccc(-c2nnc(SCc3nnc(-c4cccs4)o3)n2CC2CCCO2)cc1 (centres undefined)	27%	3.1%	-1%	-9%	1%	8%	5.4%	8%	0.6%
NC(=O)[C@@H]1CCCNc2c(I)cc([N+](=O)[O-])cc2C(=O)N[C@@H](CCCN=C(N)N)C(=O)N[C@@H](CCCN=C(N)N)C(=O)N1	7%	1.2%	8%	.	8%	.	.	0%	-1.2%
OCc1cn(-c2ccccc2)nc1-c1ccc(Br)cc1	7%	41%	-2%	-2%	-4%	5%	-1.2%	7%	0.1%
CN(C)CCn1c2c(c(SCC(=O)Nc3ccccc3C(F)(F)F)nc1=O)CCCC2	9%	-0.6%	3%	2%	.	5%	1.4%[50 µM]	.	.
O=C(Nc1ccc(S(=O)(=O)N2CCCC2)cc1)c1cnccn1	24%	0.3%	-5%	-5%	8%	-1%	0.1%	-11%	-1.2%
Cc1cc(C(C2C(=O)CC(C)(C)CC2=O)C2C(=O)CC(C)(C)CC2=O)cc(C)c1OC(F)F	5%	0.8%	2%	43µM*	-1%	7%	-0.2%	2%	8.9%
COc1ccc(S(=O)(=O)NC2CCSc3ccccc32)cc1OC (centres undefined)	2%	2.3%	-1%	-6%	-6%	-3%	-0.4%	-11%	-0.6%
CCOC(=O)CN1C(=O)Nc2ccc(Br)cc2C1c1ccccc1 (centres undefined)	3%	1.2%	-6%	-5%	9%	6%	0.1%	4%	-1.2%
Cc1cc(C)n(-c2nc(SCCN(C)C)c3c4c(sc3n2)COC(C)(C)C4)n1	3%	-1.7%	0%	8%	6%	16%	5.0%	4%	-1.9%
O=Cc1cc([N+](=O)[O-])ccc1N1CCN(Cc2ccc3c(c2)OCO3)CC1	8%	?	6%	-2%	-14%	24%	0.0%	7%	0.3%
O=C(c1ccccc1)N(Cc1ccc(F)cc1)Cc1nc2ccccc2c(=O)[nH]1	18%	1.5%	2%	-3%	-7%	1%	2.0%[50 µM]	2%	-0.8%
N#CCCCSc1nnc(CSc2nc3ccccc3s2)n1-c1ccccc1	.	1.9%	.	-5%	2%	12%	-1.9%	10%	0.3%
Cc1ccc(SCC(=O)OCC(=O)N(CC(C)C)c2c(N)n(Cc3ccccc3)c(=O)[nH]c2=O)c(C)c1	12%	-1.9%	-4%	-7%	.	-2%	1.3%[50 µM]	.	.
OC(COC1CCCCC1)CN1CCCCC1 (centres undefined)	6%	-0.3%	8%	-10%	-2%	24%	-5.2%	-15%	1.2%
O=S(=O)(Nc1ccon1)c1cc(Cl)ccc1Cl	20%	0.4%	-12%	-4%	-13%	7%	0.4%[50 µM]	6%	1.2%
CC(C)C(NS(=O)(=O)c1ccc2c3c(cccc13)C(=O)N2)C(=O)O (centres undefined)	.	0.5%	.	1%	11%	4%	0.2%	2%	-1.9%
CC(NC(=O)CSc1nc2ccc(N)cc2s1)c1ccccc1 (centres undefined)	22%	6.1%	-2%	8%	22%	10%	0.3%	-3%	-1.8%
CCn1c(SCC(=O)Nc2ccccc2N2CCCCC2)nc2c1c(=O)n(C)c(=O)n2C	23%	?	-11%	-5%	-4%	10%	-1.2%	-2%	-0.8%
CCOC(=O)N1CCC(NC(=O)C2CCCN(Cc3nc(-c4cccc(C)c4)oc3C)C2)CC1 (centres undefined)	15%	7.5%	-8%	2%	4%	4%	0.3%	-2%	2.6%
COc1ccc(C(Nc2cc(C)ccn2)c2ccc3ccc(C)nc3c2O)cc1 (centres undefined)	12%	10%	-8%	-6%	2%	6%	1.4%[50 µM]	-7%	-2.2%

Continuation.
SMILES	SV40 large T antigen	RSV antiviral HEp-2	PhoP inhibition	Dengue-2 NS5 capping	GPR35 arrestin U2OS	Rac1 GTP hydrolysis	K1F lysis inhibition	GPR55 antagonists	HIV fusion peptide
Cc1noc(/C=C/c2ccco2)c1S(=O)(=O)N1CCC(C(=O)N2CCc3ccccc32)CC1	5%	5.5%	1%	-6%	5%	0%	9.9%	2%	0.8%
CC(C)NC(=O)C1CCN(C2CCN(C(=O)Cc3ccc4c(c3)OCO4)CC2)CC1	-53%	0.9%	-4%	5%	20%	8%	-0.6%	6%	1.1%
COc1cc(-c2nnc(COC(=O)CSc3cc(C)c4ccccc4n3)o2)cc(OC)c1OC	-1%	2.0%	22%	-5%	-7%	5%	0.1%	14%	-0.7%
Cc1nn(-c2ccccc2)c(N)c1N=Nc1cccc(S(=O)(=O)N2CCOCC2)c1	7%	2.5%	-11%	-5%	-19%	0%	-0.2%	-14%	-1.5%
CCN(CC)S(=O)(=O)c1ccc2c(c1)N(CC(=O)NCCc1ccc(S(N)(=O)=O)cc1)C(=O)CO2	8%	2.0%	-4%	-3%	-2%	5%	0.1%	3%	0.6%
O=C(CSc1nnc(CNc2ccc(F)cc2)n1-c1ccccc1)N1CCOCC1	3%	1.6%	5%	-3%	-15%	8%	0.1%	-2%	3.0%
CCCS(=O)(=O)c1c(S(=O)(=O)CCC)c2cc(CC)ccn2c1C(=O)OC	1%	2.2%	-12%	-5%	-2%	2%	0.4%	9%	-0.9%
CCOc1ccccc1N(C)C(=O)CCS(=O)(=O)c1ccc2c(c1)NC(=O)CO2	-9%	0.8%	8%	-4%	-1%	8%	1.6%	-10%	-0.5%
CC1CN(S(=O)(=O)Cc2ccccc2)CC(C)O1 (centres undefined)	-1%	0.2%	-1%	-10%	24%	5%	1.9%	5%	2.4%
O=C(NNC1=NCCC1)c1ccc(Br)cc1	4%	1.8%	-1%	-5%	-8%	9%	0.8%	4%	-1.8%
CC1=C[C@H]2Cc3cc(C)cc(C)c3S(=O)(=O)[C@@H]2C=C1	6%	6.3%	-12%	1%	-1%	8%	4.3%	2%	1.6%
CCOC(=O)C1=C(C(F)(F)F)Nc2ncnn2C1c1ccc(OC)cc1OC (centres undefined)	9%	2.3%	0%	-1%	-4%	11%	3.5%	10%	1.7%
CC(=O)Nc1cccc(C(=O)NCCc2ccco2)c1	10%	0.4%	10%	-12%	-5%	8%	0.4%	10%	-0.2%
COc1cc(C)nc(NS(=O)(=O)c2ccccc2)n1	10%	2.8%	-3%	-7%	-11%	2%	0.4%	1%	0.7%
C=CCn1c(/N=C/c2ccc(N(C)C)cc2)nc2ccccc21	2%	1.1%	8%	-17%	-9%	7%	0.2%	27%	2.7%
O=C1CCCC(O)=C1N=Nc1cccc(C(=O)O)c1	?	-1.7%	-3%	11%	-3%	3%	-2.9%	2%	12%
Cc1cn(Cc2ccccc2)c(=O)[nH]c1=O	6%	0.8%	-6%	-5%	-6%	14%	0.7%[50 µM]	-9%	-4.5%
O=S(=O)(c1ccc(F)cc1)N1CCN(C(=S)NC2CC2)CC1	.	1.4%	.	-2%	.	4%	0.2%[50 µM]	.	.
O=C(CNC(=O)c1ccccc1)N/N=C/c1cccs1	-3%	1.3%	0%	-4%	-5%	8%	-0.1%	9%	0.4%
c1cnc(N2CCN(Cc3c[nH]c4ccccc34)CC2)nc1	16%	-2.5%	-3%	13%	10%	12%	2.3%	5%	-1.3%
Cc1ccc(-n2cccn2)cc1	-2%	0.7%	2%	-7%	3%	-1%	0.3%	-2%	1.3%
Cc1c(NC(=O)C(C)Sc2ncnc3ccccc23)c(=O)n(-c2ccccc2)n1C (centres undefined)	26%	0.3%	4%	-7%	2%	3%	0.0%	7%	0.0%
CCN1c2ccccc2-c2nc3ccccc3n2C1c1ccco1 (centres undefined)	5%	11%	18%	-3%	12%	6%	0.2%	10%	-0.6%
CC(CNC(=O)COc1ccccc1)OC(=O)Nc1cccc(Cl)c1 (centres undefined)	14%	3.3%	-6%	.	3%	2%	3.8%	-5%	0.5%
Cc1ccc(S(=O)(=O)N2CCOCC2)cc1NC(=O)CNCC1CCCCC1	3%	2.3%	2%	-1%	-2%	21%	0.2%	12%	-0.6%

Three entries already listed, arranged by the value under HIV fusion peptide, falling:
Molecule	HIV fusion peptide
Cc1noc(/C=C/c2ccco2)c1S(=O)(=O)N1CCC(C(=O)N2CCc3ccccc32)CC1	0.8%
O=C(c1ccccc1)N(Cc1ccc(F)cc1)Cc1nc2ccccc2c(=O)[nH]1	-0.8%
Cc1c(NC(=O)c2cc(-c3cccs3)on2)c(=O)n(-c2ccccc2)n1C	-3.3%

(further entries)
SMILES	SV40 large T antigen	RSV antiviral HEp-2	PhoP inhibition	Dengue-2 NS5 capping	GPR35 arrestin U2OS	Rac1 GTP hydrolysis	K1F lysis inhibition	GPR55 antagonists	HIV fusion peptide
CCOc1ccc(NC(=O)CN(C)C(=O)c2cn(-c3ccc(F)cc3)nc2-c2cccc(OC)c2)cc1OCC	27%	1.7%	-1%	-8%	.	0%	0.1%[50 µM]	.	.
CCN(CC)CCCNC(=O)C1c2ccccc2C(=O)N1Cc1ccc(C)cc1 (centres undefined)	2%	-0.3%	3%	-6%	7%	-3%	0.5%	-8%	0.3%
COc1ccc(NC(=O)CSc2nnc(Cc3cccn3C)n2-c2ccc(C)cc2)cc1OC	-4%	0.3%	-14%	-4%	-4%	2%	11%	22%	-2.3%
CC1CC(=O)N(c2ccc(N(C)Cc3ccccc3)c([N+](=O)[O-])c2)C1=O (centres undefined)	5%	1.7%	-8%	-9%	16%	9%	0.2%	4%	-2.3%
C/C(N)=C(/C#N)C(=O)COC(=O)C1=NN(c2ccccc2)C(=O)CC1	1%	-0.5%	1%	2%	-22%	8%	-0.2%	8%	0.4%
O=C(O)CCC(=O)NCC1OCCc2ccccc21 (centres undefined)	4%	1.6%	9%	2%	-1%	3%	0.5%	-28%	-0.3%
